From PubChem BioAssay
m5-HT2A agonist – mouse Htr2a agonists via beta-arrestin recruitment, primary screen, cell-based, luminescence; CHO-K1 mHTR2A beta-arrestin complementation; percent of 30 µM serotonin response; activation, % at 7.6 µM; 0.66% of 360,000 active;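 active means activation above a run cutoff, the mean activation of all tested compounds plus 3 SD, cut at about 14% in these data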;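 further: 0% = plate median of compound wells and 100% = 30 µM serotonin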
TLR9-MyD88 inh – inhibitors of TLR9-MyD88 association in cells, primary screen, cell-based, CHO, BLA complementation, fluorescence; Toll-like receptor 9 (Homo sapiens) + Myeloid differentiation primary response protein …; CCF4 FRET ratio; inhibition, % at 4.98 µM; 0.21% of 340,000 active; AID 504734, 2011;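 active means inhibition above the mean over all tested compounds plus 3 SD, cut at about 21% in these data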;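 further: 0% = DMSO only wells and 100% = clavulanate BLA inhibitor control wells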
SRC2 inh – inhibition of GAL4-SRC2 driven luciferase reporter, primary screen, SRC2 inhibitor project, cell-based, luminescence. Nuclear receptor coactivator 2 (Homo sapiens), Q15596. HEK293 GAL4-SRC2 luciferase reporter. inhibition, % at 9 µM. 0.17% of 370,000 active. AID 651957, 2012;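 active means inhibition above the mean inhibition of all tested compounds plus 3 SD, set per campaign, cut at about 52% in these data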;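 further: 0% = DMSO treated cells and 100% = cells given Gossypol at 36 µM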
ABHD5 PLIN5 PPI – ABHD5-PLIN5 interaction inhibitors, primary screen, cell lysate, split luciferase complementation, luminescence | Perilipin-5 (Homo sapiens) + 1-acylglycerol-3-phosphate O-acyltransferase ABHD5 (Homo … | 0.78% of 360,000 active | Split G. princeps luciferase complementation, 4 h | AID 602281, 2012 | inhibition, % at 4 µM;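 active means inhibition above the mean inhibition across every tested compound plus 3 SD, cut at about 22% in these data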;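 further: 0% = DMSO only wells and the 100% control is not disclosed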
Target sequence (Q00G26 whole entry, looked up): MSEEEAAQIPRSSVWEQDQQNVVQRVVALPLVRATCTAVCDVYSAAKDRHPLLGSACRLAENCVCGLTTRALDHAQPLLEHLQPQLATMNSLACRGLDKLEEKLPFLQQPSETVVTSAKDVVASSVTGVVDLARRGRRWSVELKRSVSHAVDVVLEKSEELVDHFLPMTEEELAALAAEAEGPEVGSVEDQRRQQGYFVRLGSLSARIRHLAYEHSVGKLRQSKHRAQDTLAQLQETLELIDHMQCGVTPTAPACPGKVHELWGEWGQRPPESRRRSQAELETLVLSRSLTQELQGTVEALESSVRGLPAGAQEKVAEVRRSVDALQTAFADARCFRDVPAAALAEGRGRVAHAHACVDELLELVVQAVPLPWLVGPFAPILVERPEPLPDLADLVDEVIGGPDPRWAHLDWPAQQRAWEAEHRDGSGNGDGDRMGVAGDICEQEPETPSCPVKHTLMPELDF
Target sequence (Q8WTS1 whole entry, looked up): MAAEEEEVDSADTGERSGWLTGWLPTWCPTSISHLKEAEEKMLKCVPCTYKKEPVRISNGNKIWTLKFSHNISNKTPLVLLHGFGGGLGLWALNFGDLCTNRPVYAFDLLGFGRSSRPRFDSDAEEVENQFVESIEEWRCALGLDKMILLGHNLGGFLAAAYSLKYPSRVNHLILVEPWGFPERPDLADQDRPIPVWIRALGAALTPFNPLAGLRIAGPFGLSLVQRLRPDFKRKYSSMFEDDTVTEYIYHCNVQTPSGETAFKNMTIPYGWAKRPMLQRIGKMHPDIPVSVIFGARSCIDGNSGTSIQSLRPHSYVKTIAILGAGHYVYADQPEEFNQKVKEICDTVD
ABCB6 inh 2 – ABCB6 transporter inhibitors, primary screen, K562-ABCB6 cells, flow cytometry, MLPCN library; ATP-binding cassette sub-family B member 6 (Homo sapiens), Q9NP58; K562-ABCB6 porphyrin accumulation, 1 h; active compounds read low; fluorescence ratio to DMSO, % at 10 µM; 0.19% of 360,000 active;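 active means fluorescence ratio to DMSO below 75%, the collection mean minus 3 SD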;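 further: signal is porphyrin accumulated inside mitochondria; 100% equals median channel fluorescence of DMSO control wells; lower ratio means ABCB6 inhibition with less porphyrin fluorescence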
NOD2 RIPK2 PPI – NOD2-RIPK2 binding disruptors in cells, primary screen, fluorescence, CHO cells, BLA complementation. Receptor-interacting serine/threonine-protein kinase 2 (Homo sapiens), O43353. CCF4 ratio. inhibition, % at 4.98 µM. AID 624267, 2012. 0.38% of 360,000 active; in the data active means inhibition above about 21%;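 further: 0% = vehicle only and 100% = reference blocker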
N-glyco inh – increase of ERlucT glycosylation luciferase signal, primary screen, N-linked glycosylation inhibitor project, D54 ERlucT cells, luminescence, set 2; reporter increase, % at 12.5 µM; AID 588692, 2011; D54 ERlucT glycosylation luciferase reporter, 24 h; percent of 100 nM tunicamycin response; 0.23% of 360,000 active;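 active means mean luciferase reporter signal, scaled so untreated is 0 and the glycosylation-blocking control 100, at or above a set limit in every replicate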;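 further: luciferase carries N-glycosylation sites so blocking glycosylation raises the light; 0% = median of neutral control wells and 100% = median of 100 nM tunicamycin wells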
MC4R antagonist – MC4R antagonists of cAMP signaling, primary screen, cell-based, TR-FRET, antagonist arm of biased-ligand search. 0.48% of 360,000 active. MC4R-expressing cells, MTII-stimulated cAMP, LANCE TR-FRET. inhibition, % at 6.5 µM;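 active means inhibition above its plate's cutoff, the mean of tested wells on that plate plus 3 SD, cut at about 29% in these data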;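 further: 0% = Melanotan II alone and 100% = Melanotan II plus saturating MCL0020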
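System – human MC4R-expressing U2OS cells · Also added – Melanotan II · Dosing – one concentration, 6.5 µM nominal · Timing – 30-min compound, 1-h challenge, 1-h detection, room temperature · Measured by – Eu-cAMP/anti-cAMP TR-FRET, emission 671 nm · Replicates – singlicate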
MC4R ag barr – MC4R agonists recruiting beta-arrestin, primary screen, cell-based, luminescence, agonist arm of biased-ligand search; Melanocortin receptor 4 (Homo sapiens), P32245; U2OS MC4R beta-arrestin complementation; percent of melanotan II response, DMSO zero; activation, % at 8.9 µM; 0.98% of 360,000 active; AID 540308, 2011;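 active means activation above a per-plate cutoff, the mean activation of sample wells on that plate plus 3 SD, cut at about 8% in these data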
H9c2 protect – cardioprotection against H2O2-induced cell death, primary screen, uHTS, H9c2 cells, ATPLite luminescence | H9c2 cardiomyocytes, H2O2 injury protection, 2 h | protection from H2O2 cell death, % at 20 µM | 0.63% of 360,000 active | AID 588492, 2011;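 active means compounds giving at least 50% protection of heart cells from peroxide-induced death in the single-dose screen, raw or plate-pattern-corrected value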;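 further: 0% = DMSO wells with peroxide and 100% = DMSO wells without peroxide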
Numbers without * were called inactive; nt = not tested or not shown.

SMILES	m5-HT2A agonist	TLR9-MyD88 inh	SRC2 inh	ABHD5 PLIN5 PPI	ABCB6 inh 2	NOD2 RIPK2 PPI	N-glyco inh	MC4R antagonist	MC4R ag barr	H9c2 protect
Cc1cc(C(=O)NCCN2CCOCC2)ccc1[N+](=O)[O-]	3	nt	-27	9	97	-5	-2	20	1.6	2
Cc1cccc(-c2cc3nc(C)cc(C)n3n2)c1	4	-5	-77	4	101	-11	-2	-10	2.1	-6
O=C(CNCc1ccco1)Nc1ccccc1-n1cccc1	2	3	9	-2	95	1	4	7	0.9	10
O=C(O)c1cc(-c2cccs2)nn1-c1ccc(F)cc1	-1	-6	17	-1	96	-4	0	10	-0.6	5
CCc1cc(-c2n[nH]c(C)c2-c2nc3ccccc3s2)c(O)cc1OCC(=O)NN	-1	5	13	-2	104	9	2	0	-1.5	-1
COCCCn1c(SCC(=O)NC2CCCCC2)nnc1-c1ccco1	5	-5	-5	1	96	-4	2	6	0.5	-1
Nc1cccc(C(=O)O)c1	-3	-5	-26	-9	98	-16	0	18	0.6	4
COc1ccccc1C(=O)OCC(=O)Nc1ccccc1OC(F)F	3	-4	4	12	93	2	0	-4	1.6	2
CC1CCCCN1S(=O)(=O)c1cn(C)c(=O)n(C)c1=O (centres undefined)	0	7	9	9	99	-5	5	10	1.6	9
COc1ccccc1C(=O)NCCC(=O)N1CC(=O)Nc2ccccc21	3	1	-11	1	94	-11	0	2	0.7	10
CCCC(=O)Nc1ccccc1-c1nnc(SC)[nH]c1=O	0	6	-14	1	97	-5	1	8	-0.8	6
O=C(COC(=O)c1ccncc1)NCc1ccccc1	8	-3	-17	5	103	-7	1	2	-0.7	8
Cc1c2cnn(-c3ccccc3)c(=O)c2c(C)n1CCCC(=O)NCCN1CCN(C)CC1	-1	0	-24	-6	101	1	0	-3	-1.5	2
O=C(CCn1c(=S)oc2ccccc21)Nc1ccccc1F	4	-4	-28	1	102	-5	1	-6	-1.7	6
COc1ccc(S(=O)(=O)N2CCCCC2)cc1NC(=S)Nc1ccccc1	0	11	-7	-2	101	-3	-2	3	-2.2	-1
COc1cccc(C(=O)N2CCC(n3nccc3NC(=O)C(OC)c3ccccc3)CC2)c1 (centres undefined)	7	-3	-9	-7	103	-4	1	0	-3.4	-2
CCCCOCCO	2	6	-38	6	99	1	-1	5	0.1	1
CCN1C(=O)NC(c2cccnc2)C(C(=O)OC)=C1C (centres undefined)	-3	8	-28	1	99	-13	3	4	-1.1	7
CCCCC(=O)Nc1nnc(CCOC)s1	-1	10	0	7	95	-1	2	1	0.8	4
COc1cccc(OCc2cc(C(=O)N(C)C3CC(C)(C)NC(C)(C)C3)no2)c1	0	-4	-22	-8	97	-14	-5	-5	-0.5	2
CCOC(=O)C1CCN(S(=O)(=O)c2ccc(Cl)cc2OC)CC1	-3	0	-9	-2	98	-4	1	3	-0.6	0
COc1ccc2ccccc2c1/C=N/NC(=O)c1nnn(-c2nonc2N)c1C(C)C	1	4	-10	-3	106	12	0	25	-0.1	20
CCOC(=O)C[C@@H]1OC[C@H](C)N1S(=O)(=O)c1ccc(C)cc1	0	nt	13	-2	nt	-6	nt	nt	nt	nt
CCOC(=O)/C(C#N)=C1/C=CNC(=O)N1	-4	-4	5	-7	96	0	-1	-4	1.6	-2
C/C(=N\NC(=O)c1c(Cl)c(C)nn1C)c1ccc(NC(=O)C2CCC2)cc1	1	0	-21	-3	102	-6	20	-15	-5.5	13

One compound at a time, as listed above. Screens in order: m5-HT2A agonist, TLR9-MyD88 inh, SRC2 inh, ABHD5 PLIN5 PPI, ABCB6 inh 2, NOD2 RIPK2 PPI, N-glyco inh, MC4R antagonist, MC4R ag barr, H9c2 protect
Entry for COCCCn1c(SCC(=O)NC2CCCCC2)nnc1-c1ccco1 → 5, -5, -5, 1, 96, -4, 2, 6, 0.5, -1
Entry for CCCCOCCO → 2, 6, -38, 6, 99, 1, -1, 5, 0.1, 1

(further entries)
SMILES	m5-HT2A agonist	TLR9-MyD88 inh	SRC2 inh	ABHD5 PLIN5 PPI	ABCB6 inh 2	NOD2 RIPK2 PPI	N-glyco inh	MC4R antagonist	MC4R ag barr	H9c2 protect
O=C(NC(=S)Nc1ccc2[nH]c(=O)[nH]c2c1)c1ccccc1Cl	-10	-9	19	2	97	2	0	19	-1.9	0
CN(C)CCCNC(=O)c1ccc(CN(c2ccccc2)S(C)(=O)=O)cc1	-3	5	0	4	nt	14	0	4	-2.0	10
Cc1ccccc1NC(=O)c1ccc(COc2ccc3c(C)cc(=O)oc3c2)cc1	-1	8	13	-6	96	4	-2	5	20*	1
Cc1cc(C)cc(-n2c(=O)c3ccccc3n(CC(=O)NCC3CCCO3)c2=O)c1 (centres undefined)	1	-11	-11	3	94	-14	-1	4	-0.2	3
Cc1cc(S(=O)(=O)NCc2cccnc2)ccc1F	1	-25	-3	-5	98	-12	0	8	-0.5	3
Cc1nn(CCC(=O)N2CCN(S(=O)(=O)c3ccc(Cl)cc3)CC2)c(C)c1C	5	-2	12	0	96	-12	-3	3	0.9	8
CC1CCN(C(=O)CNC(=O)Cc2ccccc2)CC1	5	-8	-25	2	100	-4	0	-6	-1.7	6
COc1ccc(N/C(N)=N/c2nc(C)c(Cc3ccccc3)c(=O)[nH]2)cc1	1	-2	19	2	105	-9	0	-1	0.3	-4
Cc1cc(C(=O)OCC(=O)N(C)C2CCS(=O)(=O)C2)c(C)n1-c1ccccc1 (centres undefined)	-3	-8	-15	-2	100	-9	-2	3	-1.6	-1
CCN1C(=O)[C@H]2[C@@H](c3ccc(C)cc3)N3C(=O)N(c4cccc(Br)c4)C(=O)[C@@]3(CC(C)C)[C@H]2C1=O	3	4	0	-7	94	-1	-1	2	-0.1	2
CC(C)(C)NC(=O)C1c2ccccc2OCC(=O)N1CCc1ccccc1 (centres undefined)	-5	nt	32	-3	98	-15	nt	nt	nt	nt
Cc1ccc2[nH]c3c(c2c1)CN(C(=O)CN(C)CC1OCCO1)CC3	0	3	16	-7	108	4	3	19	-0.1	0
CS(=O)(=O)c1ccc(N2CCN(S(=O)(=O)c3cccs3)CC2)c([N+](=O)[O-])c1	0	-4	15	-4	100	5	-2	3	-0.9	-6
COc1ccc(N/C(=N/c2nc(C)cc(C)n2)NC(=O)c2ccccc2)cc1	0	-39	-3	-9	95	-8	-3	-5	-0.9	-1
CCCNC(=O)OCc1cccnc1Sc1ccc(C)cc1	-2	8	-32	-1	106	-1	-2	13	-2.6	-1
CCOc1ccccc1OCC(=O)Nc1ccc2[nH]c(=O)[nH]c2c1	-1	-5	9	7	98	-1	2	4	-1.4	-4
Cc1ccc(NC(=O)CCN2CCc3ccccc3C2)cc1	-3	-3	3	1	99	-4	1	3	-0.9	7
CCOC(=O)n1ccc(C(=O)Nc2ccccc2F)n1	5	6	-33	7	103	-1	0	10	-2.5	2
O=C(CSc1n[nH]c(-c2cccs2)n1)N1CCCC1	0	-11	-2	11	92	-7	0	2	0.4	-2
NC(=O)C1=C[C@@H](c2ccccc2)C[C@@H](OCCCCO)O1	6	2	-36	-2	98	0	1	2	-0.4	1
CN1CCN(S(=O)(=O)c2ccc3[nH]c(=O)oc3c2)CC1	1	-6	-20	9	97	-8	2	8	0.8	-2
COc1ccc(-c2noc(CCCCC(=O)N3CCN(c4cc(C)ccc4C)CC3)n2)cc1	13	-15	37	8	94	-3	-3	2	1.5	-43
Cc1cc(C)c(NS(=O)(=O)c2ccc3c(c2)NC(=O)CC(=O)N3)c(C)c1	1	0	-25	4	98	4	-1	6	-2.5	26
O=C(CCCc1nc2ccccc2s1)N1CCN(c2ccccc2)CC1	-1	8	13	5	80	-1	5	-5	-1.4	-2
Cc1nonc1NC(=O)CSc1cn[nH]n1	4	-5	-13	0	97	1	1	2	-0.4	3
Next structures:
SMILES	m5-HT2A agonist	TLR9-MyD88 inh	SRC2 inh	ABHD5 PLIN5 PPI	ABCB6 inh 2	NOD2 RIPK2 PPI	N-glyco inh	MC4R antagonist	MC4R ag barr	H9c2 protect
CC(C)(C)OC(=O)[C@H](Cc1ccccc1)NC(=O)c1[nH]cnc1C(=O)Nc1cccc(Cl)c1	4	-9	-13	3	101	-7	0	-2	-1.9	18
O=C(NCCc1ccc(F)cc1)N1CCOCC1	-2	1	-21	-2	93	-9	1	-1	-2.2	0
O=C(CSc1nc2sc3c(c2c(=O)n1-c1ccccc1)CCCC3)N/N=C/c1ccc(C(=O)O)cc1	-9	-13	nt	4	96	-2	3	7	1.1	-1
CC(=O)Nc1ccc(NC(=O)CSc2ccc(-c3sc(C)nc3C)nn2)cc1	5	1	-8	-1	100	2	-1	3	-1.5	9
Cc1ccc(-c2nn[nH]n2)o1	-5	10	-16	4	93	-10	4	9	-2.1	2
C[C@@H]1O[C@@H](O[C@H]2[C@H](O)[C@@H](O)[C@H](Oc3c(-c4ccc(O)c(O)c4)oc4cc(O)cc(O)c4c3=O)O[C@@H]2CO)[C@H](O)[C@H](O)[C@H]1O	0	6	-21	4	102	6	3	1	-1.4	4
Cc1ccc(C(=O)NC2CCCc3ccccc32)cc1[N+](=O)[O-] (centres undefined)	6	-2	3	-1	99	-5	4	-10	0.5	-9
c1cn2c(-c3ccc(N4CCOCC4)cc3)cncc2n1	2	nt	-36	-8	95	-2	2	4	0.2	-6
O=C(N[C@@H](Cc1ccc(O)cc1)C(=O)O)c1cccnc1	6	-9	-19	4	87	2	1	-5	-1.2	16
COC(C[C@H]1O[C@@H]1[C@H](O)[C@H](C)OCc1ccccc1)OC	-2	9	-1	6	99	-2	1	11	-2.1	10
CC(=O)N1CCOc2ccc(S(=O)(=O)N3CC(C)CC(C)C3)cc21 (centres undefined)	-1	4	2	-10	104	5	0	-1	-3.1	0
O=C(Nc1nc(C2C3CC4CC(C3)CC2C4)cs1)c1cc2cc([N+](=O)[O-])ccc2oc1=O (centres undefined)	6	8	8	-2	97	3	3	6	-2.2	6
O=c1oc2ccccc2c2c1cnc1ccccc12	-4	-3	18	3	98	-1	2	-1	-2.6	-2
COc1cc(C(=O)OCC(=O)c2ccccc2)cc2c1OCCO2	7	-11	-12	3	98	-3	0	-6	0.6	1
COc1ccc(C2C3CCCCC3(O)CCN2C(=O)c2cccs2)cc1 (centres undefined)	3	7	-33	5	98	-5	0	4	-1.2	0
Cc1cc(C)c(NC(=O)CSc2nc3c(c(=O)n2C)SC(C)C3)c(C)c1 (centres undefined)	-2	-3	-7	-7	98	-3	2	-1	-1.8	-26

This is a subset (hit frequency here may not be typical).
